Source: PubChem BioAssay
RAD52 inh: inhibitors of human RAD52 DNA annealing; inhibition, % at 18.7 µM; P43351; hit rate 0.46% among 360,000; AID 651710; recombinant RAD52 DNA annealing, FRET fluorescence;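 active = every replicate showing at least 50% inhibition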
PGC1a acetyl inh: PGC1a acetylation modulation, inhibitor mode. U2OS PGC1a acetylation, AlphaScreen anti-acetyl-lysine; with virally co-expressed GCN5 acetyltransferase. inhibition, % at 15.6 µM. hit rate 0.17% among 350,000;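 active = every replicate shows inhibition of at least 40%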;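 note: 0% = neutral control wells and 100% = positive control wells; some results beyond the cut were filed as inactive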
miR122 inh: miR-122 inhibition in Huh7 cells; Huh7 miR-122 Renilla luciferase sensor, 48 h; neutral wells = 0, positive control = 100; activation (reporter increase), % at 12.5 µM; hit rate 0.3% among 340,000; AID 602342;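 active = mean replicate activation score at least 90 and every replicate individually at or above 90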;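 note: higher luciferase means less miR-122 activity so hits act as miR-122 inhibitors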
ERAP1 HTS inh: inhibitors of human ERAP1 aminopeptidase; inhibition, % at 10.7 µM; Q9NZ08; recombinant ERAP1, Leu-AMC fluorescence, 60 min; hit rate 0.15% among 340,000;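 active = mean replicate inhibition of at least 30%, or all replicates individually reaching that 30% level; inactive = mean below 30% and not every replicate reaching it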;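 note: 0% = neutral control wells and 100% = L-leucinethiol positive control wells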
PglD inh: blocks C. jejuni PglD acetyltransferase activity. purified PglD enzyme, DTNB colorimetric CoA detection. inhibition, % at 12.5 µM. hit rate 0.098% among 360,000. AID 602405; in the data active = inhibition above about 16%, passing the limit was not always enough; note: strong numbers were not always called active
RAD54 branch: RAD54 (human) branch migration inhibition; Q92698; RAD54 Holliday junction branch migration, FAM/BHQ fluorescence; inhibition, % at 10.4 µM; hit rate 0.14% among 360,000; AID 602329;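 active = mean normalized replicate activity at least 40 and at least half of replicates scoring 40 or more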;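 note: 0% = median of neutral control wells and 100% = median of positive control wells; inhibitors cause a drop in the FAM fluorescence signal; in these data hits start at about 50%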
Target sequence (Q92698 whole entry, looked up): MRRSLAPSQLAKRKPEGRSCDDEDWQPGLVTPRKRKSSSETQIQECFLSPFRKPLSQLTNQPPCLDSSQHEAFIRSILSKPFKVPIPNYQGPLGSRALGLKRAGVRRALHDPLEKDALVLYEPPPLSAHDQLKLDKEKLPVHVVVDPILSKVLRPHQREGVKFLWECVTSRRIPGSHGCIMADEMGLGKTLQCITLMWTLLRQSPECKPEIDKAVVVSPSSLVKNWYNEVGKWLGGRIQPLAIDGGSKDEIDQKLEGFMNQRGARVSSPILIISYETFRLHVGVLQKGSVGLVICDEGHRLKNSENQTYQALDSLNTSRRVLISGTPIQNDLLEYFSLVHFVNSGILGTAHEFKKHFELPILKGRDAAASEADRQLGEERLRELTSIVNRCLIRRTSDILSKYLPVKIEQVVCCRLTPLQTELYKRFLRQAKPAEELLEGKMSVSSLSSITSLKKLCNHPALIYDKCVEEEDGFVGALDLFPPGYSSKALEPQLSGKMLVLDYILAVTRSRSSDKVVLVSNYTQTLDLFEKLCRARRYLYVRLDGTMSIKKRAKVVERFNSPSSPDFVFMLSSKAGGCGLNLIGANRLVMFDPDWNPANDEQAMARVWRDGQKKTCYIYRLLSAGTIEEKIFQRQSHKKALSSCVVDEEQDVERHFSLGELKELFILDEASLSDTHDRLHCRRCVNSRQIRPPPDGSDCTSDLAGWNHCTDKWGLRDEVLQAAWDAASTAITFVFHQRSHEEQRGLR
Cneo AK release: causes C. neoformans cell lysis. adenylate kinase release luminescence, 4 h; normalised: neutral wells 0, clomiphene wells 100. lysis activity, % at 15 µM. hit rate 0.2% among 360,000;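 active = mean lysis activity across replicates of at least 80%, whatever share of replicates individually reach that level; inactive = mean lysis activity below 80%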
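Assay system: log-phase C. neoformans yeast / Quantity: yeast cell density of 5 × 10^6 cells/mL / Medium: fresh YPD growth medium / Compound: single dose / Timing: static 4 h at 37 °C with compound, 1 h detection / Measured by: adenylate kinase release luminescence / Read-out: lysis from increased AK signal / Benchmarks: Clomiphene as positive lysis control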
E-sel inducer: E-selectin induction on HUVECs | AID 686992 | P16581 | hit rate 0.37% among 260,000 | activation, % at 7.58 µM | HUVEC E-selectin immunofluorescence imaging; normalized: neutral wells 0, TNF-alpha wells 100;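 active = mean E-selectin-positive cell signal at least 10% of the positive control, reached in at least 60% of replicates, without over 20% cell loss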;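 note: in these data hits start at about 27%; measured in HUVEC primary endothelial cells; signal is the percent of cells scored E-selectin positive by PE staining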
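Material: HUVEC primary endothelial cells; Amount: 3,000 cells per well; Dosing: single concentration; Medium: EGM-2 growth medium on 0.1% gelatin-coated wells; Read-out basis: percent E-selectin-positive cells; Signal: immunofluorescence imaging; Control set: TNF-alpha, DMSO.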
Numbers without * were called inactive; · = not tested or not shown; & = joins results of further samples; [ ] = another dose, or the depositor's remark.

The line under a structure holds: RAD52 inh, PGC1a acetyl inh, miR122 inh, ERAP1 HTS inh, PglD inh, RAD54 branch, Cneo AK release, E-sel inducer
- CCC(=O)c1ccc(OCC(O)CNC2CCCC2)cc1 (configuration not stated)
  -8, ·, 0, -3, -7, -17, 1, ·
- CCN(CC)CCNc1nc(SC)nc2sc3c(c12)CCN(C)C3
  56*, -2, -14, 0, -8, 53*, 1, ·
- O=C(N/N=C/c1ccco1)c1cc(-c2ccncc2)nc2ccccc12
  -10, ·, ·, 1, -4, 6, 0, -2.0
- Nc1nc(N)nc(-c2cc(O)ccc2O)n1
  -9, 28, 7, 2, 4, 3, -1, ·
- O=C(CN1CCCCC1)Nc1cccc(Cl)c1Cl
  ·, 16, -5, ·, 3, -2, 2, ·
- [O-]C1=N/[N+](=C/c2ccccc2)CC1
  -14, -6, 1, 4, 2, 2, 0, 1.8
- COc1cccc(C(=O)NCC2CCCN2S(=O)(=O)c2ccccc2)c1 (configuration not stated)
  -16, ·, ·, -1, -8, 8, -1, 0.5
- CN1C(=O)N(CC(=O)Nc2cccc(S(=O)(=O)N(C)c3ccccc3)c2)C(=O)C12CCCCC2
  -8, -4, 0, -1, 2, -6, -1, ·
- CC1=C(C(=O)N2CCOCC2)C(c2c(F)cccc2F)NC(=O)N1 (configuration not stated)
  -13, 0, -6, 1, 3, 3, 1, ·
- COCCNc1nnc(Cc2ccc(Cl)cc2)c(=O)[nH]1
  -9, 1, ·, 3, -1, 4, 4, ·
- CCOc1ccccc1CN1CCCC(C(=O)Nc2cccc(-n3cccn3)c2)C1 (configuration not stated)
  -16, -3, 3, 0, 12, -11, -1, ·
- Cc1sc2ncnc(N3CCN(S(=O)(=O)c4ccc(F)cc4)CC3)c2c1C
  -7, -5, -6, -1, 6, -5, 2, 4.1
- O=C(NNC(=S)Nc1cccc(Cl)c1)c1ccccc1
  -12, 1, 5, -8, 1, 12, -1, -0.4
- Cc1cc(C(=O)NNC(=O)c2cccs2)c(C)o1
  -15, -11, ·, -3, 3, 3, -3, 0.4
- COc1ccc(-n2nc(C(=O)NCC(=O)NCc3ccc(F)cc3)c3ccccc3c2=O)cc1OC
  -13, -7, -2, 2, 3, -7, 1, 0.2
- COC(=O)c1sc(NC(C)=O)c(C(=O)OC)c1C
  -3, 5, -7, 0, -3, -1, 2, ·
- CN1[C@H](C(=O)NCCc2ccccc2)[C@@H](CO)[C@@H]2Cn3c(cccc3=O)[C@@H]21
  -15, -7, 11[16.7 µM], 2, 1, -11, -3, -0.1
- COc1ccc(OC)c2c1sc(=NC(=O)C(C)(C)C)n2C
  -5, -15, -3, 3, -3, -10, -4, -0.2
- CO[C@H]1CN(C)C(=O)c2ccc(NC(=O)c3ccc4c(c3)OCO4)cc2OC[C@H](C)N(CCC(F)(F)F)C[C@@H]1C
  5, -10, ·, 3, 2, -5, -5, 0.0
- O=C(CN1CCN(c2ccccc2)CC1)Nc1ccc(-n2cnnn2)cc1
  -3, 1, -3, 11, -1, 2, -2, ·
- COc1ccc(CNC(=O)C[C@H]2C[C@H]3c4cc(NC(=O)NC5CCCC5)ccc4O[C@H]3[C@H](CO)O2)cc1
  -2, 5, 6[16.7 µM], 1, -4, -4, 14, 2.5
- CCCN1CCN(CCCNC(=O)c2ccc3c(=O)n(CCc4ccccc4)c(=O)[nH]c3c2)CC1
  4, 1, -6, -3, -5, -12, -4, ·
- CC(C)(C)C(O)C(Cc1ccccc1Cl)n1cncn1 (configuration not stated)
  -11, ·, ·, -2, 4, 1, 0, 0.0
- C[C@@H]1CCCCO[C@H](CN(C)C(=O)c2ccccc2)[C@@H](C)CN([C@H](C)CO)C(=O)c2cc(NC(=O)Nc3ccc4c(c3)OCO4)ccc2O1
  -7, 10, 2[16.7 µM], -4, 1, 3, -4, 0.0
- CCN1CCN(c2cc(C)c3cc(NC(=S)NCCN(C)C)ccc3n2)CC1
  98*, -13, ·, 3, 1, 93*, 2, 0.7
- COc1ccc(CCNC(=O)C2CC(=O)N(CCc3ccccc3)C2)cc1OC (configuration not stated)
  -15, -4, -7, -1, 1, -6, -2, 4.0
- C=CCOc1cccc(CNCc2ccncc2)c1
  4, 26, -2, 0, 2, -3, -1, ·
- CCN=c1scc(-c2ccc3c(c2)NC(=O)CO3)n1N=C1CCCC1
  -11, 6, -9, 3, -4&2, -6&4, -1&15, -0.3
- N#C/C(=C\c1ccc(O)c(Br)c1)C(=O)N1CCCCC1
  8, 1, 4, 4, -14, 8, -1, ·
- CCn1c(SCC(=O)NCc2ccc3c(c2)OCO3)nnc1-c1ccncc1
  -5, ·, -12, 5, -2, 1, 2, 0.7
- COc1ccc(-n2c(=O)c3c4c(sc3n(CC(=O)Nc3cc(C)[nH]n3)c2=O)CCCC4)c(OC)c1
  -10, -9, 0, 1, 11, 0, -1, -0.4
- Cc1ccc(S(=O)(=O)N2C[C@@H](C)[C@]3(C2)[C@H](O)[C@H](OC(=O)NC2CC2)C[C@H]2C(=O)N(c4ccccc4)C(=O)[C@H]23)cc1
  -29, -15, 5, 1, 5, 3, 0, -0.3
- O=C(NC1CCN(Cc2ccccc2)CC1)c1ccccc1OCc1ccccc1
  -23, 3, -2, -6, -2, -9, 2, 0.7
- O=C(NCc1ccc(Cl)cc1Cl)Nc1nc([C@@H]2O[C@H](CO)[C@@H](O)[C@H](O)[C@H]2O)cs1
  -9, ·, ·, ·, 0, -10, 0, ·
- C[C@H]1CN([C@@H](C)CO)C(=O)c2cc(NS(=O)(=O)c3ccc(F)cc3)ccc2O[C@H]1CN(C)C(=O)Nc1ccc2c(c1)OCO2
  6, 3, 0[16.7 µM], -3, 2, -8, 39, -15
- COCCNC(=O)C[C@@H]1CC[C@H]2[C@@H](COC[C@H](O)CN2S(=O)(=O)c2ccccc2C)O1
  19, -3, -4[16.7 µM], -6, -1, -7, 0, 0.0
- COc1ccccc1NC(=O)c1ccc(-n2cccn2)c([N+](=O)[O-])c1
  -7, -6, -6, -2, ·, ·, ·, ·
- COCC(=O)Nc1ccc2c(c1)C(=O)N(C)C[C@H](OC)[C@H](C)CN(C(=O)c1cnccn1)[C@H](C)CO2
  -4, 2, -2[16.7 µM], -1, 0, -7, 46, -0.1
- OC1CCC(NC(=S)Nc2ccc(SC(F)F)cc2)CC1 (configuration not stated)
  -20, 6, 14, 0, ·, ·, ·, 0.6
- CC(C)=CCC/C(C)=C/CNC(=O)C[C@H]1C[C@H](C(=O)N2CCOCC2)[C@@]2(C)c3[nH]c4cc(CCC(=O)N(C)C)ccc4c3CCN2C1=O
  -4, -29, -2, 10, 0, -14, 2, 0.0

For reference, 10 of the compounds above.
The line under a structure holds: RAD52 inh, PGC1a acetyl inh, miR122 inh, ERAP1 HTS inh, PglD inh, RAD54 branch, Cneo AK release, E-sel inducer
- CCN=c1scc(-c2ccc3c(c2)NC(=O)CO3)n1N=C1CCCC1
  -11, 6, -9, 3, -4&2, -6&4, -1&15, -0.3
- N#C/C(=C\c1ccc(O)c(Br)c1)C(=O)N1CCCCC1
  8, 1, 4, 4, -14, 8, -1, ·
- CCn1c(SCC(=O)NCc2ccc3c(c2)OCO3)nnc1-c1ccncc1
  -5, ·, -12, 5, -2, 1, 2, 0.7
- COc1ccc(-n2c(=O)c3c4c(sc3n(CC(=O)Nc3cc(C)[nH]n3)c2=O)CCCC4)c(OC)c1
  -10, -9, 0, 1, 11, 0, -1, -0.4
- Cc1ccc(S(=O)(=O)N2C[C@@H](C)[C@]3(C2)[C@H](O)[C@H](OC(=O)NC2CC2)C[C@H]2C(=O)N(c4ccccc4)C(=O)[C@H]23)cc1
  -29, -15, 5, 1, 5, 3, 0, -0.3
- O=C(NC1CCN(Cc2ccccc2)CC1)c1ccccc1OCc1ccccc1
  -23, 3, -2, -6, -2, -9, 2, 0.7
- O=C(NCc1ccc(Cl)cc1Cl)Nc1nc([C@@H]2O[C@H](CO)[C@@H](O)[C@H](O)[C@H]2O)cs1
  -9, ·, ·, ·, 0, -10, 0, ·
- C[C@H]1CN([C@@H](C)CO)C(=O)c2cc(NS(=O)(=O)c3ccc(F)cc3)ccc2O[C@H]1CN(C)C(=O)Nc1ccc2c(c1)OCO2
  6, 3, 0[16.7 µM], -3, 2, -8, 39, -15
- COCCNC(=O)C[C@@H]1CC[C@H]2[C@@H](COC[C@H](O)CN2S(=O)(=O)c2ccccc2C)O1
  19, -3, -4[16.7 µM], -6, -1, -7, 0, 0.0
- COc1ccccc1NC(=O)c1ccc(-n2cccn2)c([N+](=O)[O-])c1
  -7, -6, -6, -2, ·, ·, ·, ·

(cont.)
The line under a structure holds: RAD52 inh, PGC1a acetyl inh, miR122 inh, ERAP1 HTS inh, PglD inh, RAD54 branch, Cneo AK release, E-sel inducer
- Cc1nc(SCc2nc3ccc(C(=O)c4ccccc4)cc3[nH]2)c2oc3ccccc3c2n1
  -117, 8, 4, -3, 0, -6, 5, -0.3
- CC[C@@H]1[C@H]2CCCC(=O)N3CC[C@@H](C[C@@H]1Nc1ccccc1)[C@@H]23
  -6, -9, 2, ·, 9, 5, 5, 0.1
- C[C@@H]1[C@H]2[C@@H](O[C@@H]3O[C@H](CO)[C@@H](O)[C@H](O)[C@H]3O)OC=C(C(=O)O)[C@H]2C[C@@H]1O
  -18, 13, 6, 0, -5, 6, -1, ·
- O=C(NCCCN1CCOCC1)c1ccc(Cl)s1
  ·, 7, -1, ·, 0, 4, 0, ·
- O=C(Nc1cc(Sc2nc3ccccc3s2)cc([N+](=O)[O-])c1)c1cccc(F)c1F
  ·, 48, 0, ·, 5, -7, -1, ·
- CCOC(=O)C[C@H]1c2cc(F)ccc2S(=O)(=O)N1c1ccccc1
  -8, -8, 21, -1, 3, 12, -1, 0.0
- COc1ccc(S(=O)(=O)N2CCCCC2)cc1NC(=O)c1cccc(S(=O)(=O)N2CC(C)OC(C)C2)c1 (configuration not stated)
  4, -17, 4, 0, 1, 3, -2, ·
- COc1ccccc1N1CC(C(=O)Nc2ccc(C)c(S(=O)(=O)N3CCOCC3)c2)CC1=O (configuration not stated)
  -12, ·, ·, 2, 4, 2, -1, ·
- CCc1cc2ccc(C)c(C)c2nc1SCC(=O)Nc1cc(C)on1
  -19, 0, -7, -5, 1, -6, 0, 0.1
- C[C@H](CO)N1C[C@H](C)[C@H](CN(C)Cc2ccc(C(=O)O)cc2)OCCCC[C@H](C)Oc2ccc(NC(=O)c3ccncc3)cc2C1=O
  101*, -9, 7[16.7 µM], 1, 2, 0, -1, -0.2
- C=CCSc1nc2c(c(=O)[nH]1)C(C(C)C)C(C#N)=C(N)O2 (configuration not stated)
  -4, 1, 8, -3, -1, 5, 21, 0.6
- Cc1n[nH]c(=O)nc1N/N=C/c1cccs1
  -9, 4, -19, -3, 2, 2, -2, ·
- Cc1cc2c(SCC(=O)NCC3CCCO3)ncnc2s1 (configuration not stated)
  -4, -1, -1, 1, 6, -4, 0, ·
- Clc1ccc(-c2nnc(-c3ccccc3)o2)cn1
  1, 0, -6, 1, -4, 0, 0, ·
- CCCc1nc(NCc2ccco2)c(C#N)c2c1COC(C)(C)C2
  ·, -3, -8, ·, 1, 5, -1, ·
- Cc1cccc(-c2ccc([C@H]3[C@@H](CO)N4CCCCN(C(=O)c5cccnc5)C[C@H]34)cc2)c1
  25, -5, -3[16.7 µM], 1, 3, -6, -1, 0.1
- CSc1nnnn1-c1ccc(C)c(Cl)c1
  ·, 2, -2, ·, -2, 9, 1, 13
- O=C(CSc1nc(-c2ccccc2)cc(=O)[nH]1)NCc1ccc2c(c1)OCO2
  ·, -2, 3, ·, 3, -1, -10, ·
- COc1ccc(C2NC(=O)NC(C)=C2C(=O)OCC2CCCCC2)cc1OC (configuration not stated)
  16, -8, 2, 4, -3, -9, 0, ·
